LYP phosphatase = inhibitors of LYP phosphatase, biochemical, fluorescence intensity, uHTS (AID 1779) | recombinant LYP phosphatase, fluorescence intensity; higher % means a stronger effect | one-dose inhibition, % at 11.5 µM; IC50 in µM for titrated hits | 290,000 compounds, 0.054% hits; in the data active means inhibition above about 50%;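 further: plate controls were vehicle with enzyme for no effect and no enzyme for full effect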
AID2073 = inhibitors of Mint1-CaV2.2 protein interaction, biochemical, HTRF (AID 2073). inhibition, % at 20 µM, or IC50 in µM where a hit was titrated. HTRF protein-protein interaction, Mint1-CaV2.2; higher % means a stronger effect. 290,000 compounds, 0.19% hits; in the data active means inhibition mostly above about 51%, no sharp cut-off; further: some results filed as inactive read as strong as hits
Siah-1 displacement = Siah-1 peptide-binding antagonists, primary screen, biochemical, fluorescence polarization, rhodamine-plectin, uHTS (AID 1817). Siah-1 / rhodamine-plectin peptide fluorescence polarization; higher % means a stronger effect. displacement, % at 20 µM; hits with a dose series show IC50 in µM. 290,000 compounds, 0.02% hits;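 active means displacement of at least 50% at 20 µM, with a fluorescence ratio check between 0.3 and a set limit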;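 further: plate controls were Siah plus tracer with DMSO for no effect and tracer alone without Siah for full effect; strong numbers were not always called active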
* = called active by the depositor. A portion of the library; count on the stated rates, not on these rows.

The first 3 entries, ahead of the listing:
compound | LYP phosphatase | AID2073 | Siah-1 displacement
CCC(C)c1ccccc1N1CC(C(=O)Nc2cccc(S(=O)(=O)N3CCOCC3)c2)CC1=O (configuration not stated) | -5.3% | -4.3% | 7.0%
CC(C)OCCCn1c(=O)c2ccccc2n2c(CCC(=O)O)nnc12 | -3.0% | 8.8% | -2.8%
N#CC[C@H](Cc1ccccc1)N1CCN(CCc2ccccc2)CCC1=O | -13.1% | -6.4% | -0.3%

Main list, previewed entries included:
compound | LYP phosphatase | AID2073 | Siah-1 displacement
CCC(C)c1ccccc1N1CC(C(=O)Nc2cccc(S(=O)(=O)N3CCOCC3)c2)CC1=O (configuration not stated) | -5.3% | -4.3% | 7.0%
CC(C)OCCCn1c(=O)c2ccccc2n2c(CCC(=O)O)nnc12 | -3.0% | 8.8% | -2.8%
N#CC[C@H](Cc1ccccc1)N1CCN(CCc2ccccc2)CCC1=O | -13.1% | -6.4% | -0.3%
CCOc1ccc(NC(=O)Cn2cc(C(=O)CC)c3ccccc32)cc1 | -5.4% | 15.6% | 10.2%
O=C(Cc1ccccc1)Nc1ccc(Cl)cn1 | -9.8% | 0.2% | 5.3%
COc1ccc(CCC(C)N(C)Cc2ccccc2)cc1 (configuration not stated) | -15.4% | 5.2% | 11.0%
CCOc1ccc(/C=C2\SC(=O)N(CCNC(=O)CN3C(=O)NC4(CCCC4)C3=O)C2=O)cc1OC | -7.6% | 1.2% | -1.0%
CCn1nc(C)cc1C(=O)N1CCCC(N(C)CCc2ccc(OC)c(OC)c2)C1 (configuration not stated) | -6.5% | 12.3% | -3.7%
C[C@@H](C(=O)NC1CCCCC1)N1C(=O)N2CCc3c([nH]c4ccccc34)[C@@]2(C)C1=O | -7.5% | -8.3% | 0.5%
CCN(CC)S(=O)(=O)c1ccc2[nH]c(=O)c3ccccc3c2c1 | -12.1% | 20.1% | 13.3%
CCCCCc1ccc(-c2cn(CC3CCCCC3)nn2)cc1 | -17.8% | 16.6% | -7.9%
O=C(Nc1ccc([N+](=O)[O-])cc1)OCCc1ccccn1 | -5.4% | 3.5% | -0.2%
Cn1c(N)nc2nc(CCc3ccccc3)c(=O)[nH]c2c1=O | -16.1% | 31.6% | -2.1%
O=S(=O)(N/N=C\c1ccc2c(c1)OCO2)c1ccccc1 | -3.7% | 7.4% | 0.2%
NC(=NCCCCCCN=C(N)/N=C(\N)Nc1ccc(Cl)cc1)/N=C(\N)Nc1ccc(Cl)cc1 | -9.7% | 20.3% | -4.8%
Cc1nc(CCNC(=O)CC2C(=O)NCCN2CC(C)C)nc2c1CCC2 (configuration not stated) | -1.3% | 10.4% | -2.2%
CC(=O)N1c2ccc(S(=O)(=O)N(C)Cc3ccccc3)cc2CC1C (configuration not stated) | -6.6% | 2.0% | -1.6%
COc1cc(NS(=O)(=O)c2ccc(NC(=S)Nc3ccccc3)cc2)nc(OC)n1 | -4.4% | -6.8% | 7.0%
COc1ccc(CNC(=O)C(C)OC(=O)c2cccs2)cc1 (configuration not stated) | -3.0% | 7.8% | -3.7%
Cc1ccc(S(=O)(=O)Cc2ccc(C(=O)N3CCC(C)CC3)cc2)cc1 | -11.5% | -0.5% | 1.3%
CCc1ccc(C(C(=O)NC2CCCCC2)N(C(=O)c2csnn2)C2CC2)cc1 (configuration not stated) | -11.2% | 3.0% | 5.8%
O=C(O)c1ccc(Cn2c(=S)[nH]c3cc(Cl)ccc3c2=O)cc1 | -7.7% | -6.4% | 10.5%
COc1ccccc1N1CCN(C2CCCN(Cc3c(F)cccc3F)C2)CC1 (configuration not stated) | -12.1% | 0.2% | -6.1%
CCOC(=O)CNC(=O)C1c2ccccc2Oc2ccccc21 | -6.7% | 14.2% | -0.4%
COc1ccccc1NC(=O)c1cc(S(=O)(=O)N2CCc3ccccc32)ccc1F | -6.7% | 28.1% | -3.5%
O=C(CS(=O)(=O)Cc1ccccc1)NCc1ccccc1Cl | -6.1% | 0.2% | 5.0%
Fc1cccc(CN2CCC(Cc3ccccc3)CC2)c1 | -11.1% | 10.9% | 1.4%
COc1cccc(N2CCN(c3nc(-c4ccccc4C)cc(=O)[nH]3)CC2)c1 | 5.0% | -6.4% | 4.2%
O=C(Cn1cnc2ccccc2c1=O)NCCC(=O)Nc1ccc(F)cc1 | -7.4% | -2.9% | 8.4%
CCC(C)(C)NC(=O)C(c1ccc(OC)cc1)N(C(=O)CCC(=O)Nc1cc(C)on1)c1ccc(OC)cc1OC (configuration not stated) | 1.4% | 0.3% | -0.4%
Cc1ccc(NC(=S)N2CCC(NC(=O)c3ccc(F)cc3)CC2)cc1C | -10.4% | -8.3% | -3.5%
NC(=O)c1cccc(NC(=O)Nc2ccc(Cl)cc2)c1 | -13.2% | 20.2% | 1.5%
Cc1ccc([N+](=O)[O-])cc1NC(=S)NC(=O)c1c(Cl)cnn1C | -13.7% | -3.2% | -0.4%
COc1cc(/C=C(\NC(=O)c2cc(OC)c(OC)c(OC)c2)C(=O)NC(C(=O)O)c2ccccc2)cc(OC)c1OC (configuration not stated) | -6.6% | 32.6% | 1.4%
O=C(Nc1cc(F)ccc1F)C1CCCN1S(=O)(=O)c1cccc2nsnc12 (configuration not stated) | -10.1% | 11.5% | 0.0%
COc1ccccc1NC(=O)CCCNC(=O)Cn1cnc2sc(C)c(C)c2c1=O | 0.6% | 8.8% | 0.6%
O=C1CSC(c2ccc([N+](=O)[O-])cc2)N1Cc1ccccc1 (configuration not stated) | -8.6% | -1.2% | 2.7%
CC(C(=O)NC1CCCC1)N1C(=O)c2cccc3cccc1c23 (configuration not stated) | -6.7% | 12.9% | 0.8%
Cn1c(=O)c(=O)n(C)c2cc([N+](=O)[O-])c(N3CCOCC3)cc21 | 1.3% | 9.2% | 4.6%
O=C(C(=O)N1CCCCCC1)c1c[nH]c2ccccc12 | 0.0% | 8.6% | 2.3%
O=C(Oc1cccc(C(=S)N2CCOCC2)c1)c1ccc([N+](=O)[O-])cc1 | -2.1% | -19.8% | 1.1%
COc1ccc(S(=O)(=O)Nc2ccccc2C(=O)NCc2cccnc2)cc1OC | -3.7% | -1.1% | -0.5%
CC(C(=O)Nc1ccc2c(c1)OCCO2)N1Cc2ccccc2C1=O (configuration not stated) | -8.5% | 1.2% | -2.7%
COc1ccc(-c2nc(N)ncc2-c2ccc(OC)c(OC)c2)c(O)c1 | -3.4% | 0.7% | -3.0%
Cc1ccc(CNC(=O)C2CCCN(S(=O)(=O)c3ccc(-n4cnnn4)cc3)C2)cc1 (configuration not stated) | -4.9% | 13.3% | 1.9%
O=C(CN1C(=O)CSc2ccc(S(=O)(=O)N3CCCCC3)cc21)NCc1ccccc1 | -9.6% | 7.9% | 3.4%
COc1ccc2c(c1)cc1c(=O)n(CC(=O)NCCCOC(C)C)nc(C)n12 | -3.9% | 12.8% | -2.5%
CCCNS(=O)(=O)c1cc2c3c(c1)C(C)C(=O)N3CCC2 (configuration not stated) | -12.5% | 6.0% | 15.6%
O=C(COc1ccc(S(=O)(=O)NCc2ccccc2)cc1Cl)NCc1ccccn1 | -6.6% | 0.0% | 7.2%
CS(=O)(=O)c1ccc2nc(NC(=O)CN3CCC(Cc4ccccc4)CC3)sc2c1 | -4.1% | 6.9% | 0.3%

More structures follow.
compound | LYP phosphatase | AID2073 | Siah-1 displacement
COc1ccc(/C=N/N2CCN(c3ccc(Cl)cc3)CC2)cc1O | -5.1% | -27.5% | -3.0%
Cc1ccc(S(=O)(=O)NCC(=O)N(CC(=O)NCc2ccco2)Cc2ccc(F)cc2)cc1 | -8.0% | 19.3% | -2.1%
CCCCC(=O)Nc1c2c(nn1-c1cccc(C)c1C)CS(=O)(=O)C2 | -3.1% | 26.3% | 1.6%
O=C(COc1ccc2c(c1)OCO2)Nc1nncs1 | -9.5% | -13.6% | -6.8%
CN1C(=O)C(C)(C)c2cc(S(=O)(=O)N3CCCC3C(=O)NCc3ccccc3Cl)ccc21 (configuration not stated) | -1.8% | 4.5% | -0.2%
O=C(OC1CCCCC1)c1cc2ccccc2oc1=O | -6.2% | -3.5% | -1.1%
C/C(=N/NC(=O)c1nnn(-c2nonc2N)c1-c1ccccc1)c1ccncc1 | -6.1% | 12.4% | -4.1%
COc1ccc(N2CC(C(=O)NCCS(=O)(=O)N3CCN(c4ccccc4)CC3)CC2=O)cc1 (configuration not stated) | -13.1% | 7.9% | 0.6%
COc1ccc(CN(C#N)c2nc(C)cc(C)n2)cc1 | -11.4% | -8.3% | -10.4%
O=[N+]([O-])c1ccc(CSC2=NCCS2)cc1 | -7.1% | 9.6% | 6.6%
CCc1ccc(CNC(=O)c2ccc(OC3CCN(C(=O)COC)CC3)cc2)nc1 | -9.0% | 1.9% | 5.1%
COc1ccc(S(=O)(=O)n2cccc2)c(OC)c1 | -14.5% | 3.6% | 1.5%
OCC1(Cc2cccc(Cl)c2)CCCN(Cc2ccc(F)c(F)c2)C1 (configuration not stated) | -9.7% | -2.9% | -6.2%
CC(CN1CCCCC1)NC(=O)c1cccs1 (configuration not stated) | -1.0% | 0.5% | 1.9%
COc1cc(/C=N/N(C)C2=NS(=O)(=O)c3ccccc32)cc(OC)c1OC | -3.5% | 42.4% | 2.0%
CCCC(C(=O)NC1CCCC1)N(Cc1ccccc1Cl)C(=O)c1snc(C(N)=O)c1N (configuration not stated) | 2.1% | 6.3% | 1.8%
CCn1cc(C(=O)NC(C)CCc2ccccc2)c(=O)c2cc(S(=O)(=O)N(C)C)ccc21 (configuration not stated) | 1.4% | 16.4% | 1.9%
Cc1ccc(N2CC(C(=O)Nc3c4c(nn3C(C)(C)C)CS(=O)(=O)C4)CC2=O)cc1C (configuration not stated) | -11.6% | 14.5% | 33.6%
O=C(Nc1ccccc1C(=O)NCCCN1CCOCC1)c1ccc(F)cc1F | -8.8% | -4.4% | -2.3%
CCCCc1cc(=O)oc2cc(OCC(=O)NCC3CCC(C(=O)O)CC3)ccc12 (configuration not stated) | 0.3% | 14.8% | -11.1%
CC(=O)Nc1ccc(CCc2nc3ccccc3[nH]2)cc1 | -9.9% | -5.3% | 4.1%
Cc1cc(=O)n(Cc2ccccc2)c2ccccc12 | -2.6% | 0.5% | 0.6%
CN(CCOc1ccccc1)CC(=O)Nc1cccc(C#N)c1 | -9.2% | -11.6% | 9.9%
O=C(NCC1CCCO1)c1nn2c(C(F)(F)F)cc(-c3cccs3)nc2c1Cl (configuration not stated) | -9.8% | 17.6% | -4.5%
COC(=O)C(Cc1ccccc1)NC(=O)CCC(=O)NC(C)CCc1ccccc1 (configuration not stated) | -6.0% | -2.9% | 1.7%
CC(C)CC(=O)N1CCN(C(=O)c2ccc(-c3ccccc3)cc2)CC1 | -13.4% | 2.6% | 4.2%
Cc1ccc(Cl)cc1NC(=O)c1cc(NC(=O)CCCC(=O)O)ccc1N1CCCCC1 | -0.2% | 6.7% | 3.9%
Cc1ccc(S(=O)(=O)c2nc(-c3ccccc3Cl)oc2N(C)C)cc1 | -3.3% | 18.1% | -2.6%
COC(=O)c1ccc(/C=N/NC(=O)C(=O)N2CCCCCC2)cc1 | -4.7% | 3.7% | 3.4%
C=CCNC(=O)CN(Cc1ccccc1)S(=O)(=O)c1ccccc1 | -7.8% | 5.3% | 7.3%
Cc1cc(C)cc(N2CC(C(=O)OCC(=O)Nc3cc(C)on3)CC2=O)c1 (configuration not stated) | -8.4% | 12.9% | -1.7%

Some of these compounds in order of number of heavy atoms, rising:
compound | LYP phosphatase | AID2073 | Siah-1 displacement
CC(CN1CCCCC1)NC(=O)c1cccs1 (configuration not stated) | -1.0% | 0.5% | 1.9%
Cc1cc(=O)n(Cc2ccccc2)c2ccccc12 | -2.6% | 0.5% | 0.6%
CC(=O)Nc1ccc(CCc2nc3ccccc3[nH]2)cc1 | -9.9% | -5.3% | 4.1%
CN(CCOc1ccccc1)CC(=O)Nc1cccc(C#N)c1 | -9.2% | -11.6% | 9.9%
COC(=O)c1ccc(/C=N/NC(=O)C(=O)N2CCCCCC2)cc1 | -4.7% | 3.7% | 3.4%
Cc1ccc(S(=O)(=O)c2nc(-c3ccccc3Cl)oc2N(C)C)cc1 | -3.3% | 18.1% | -2.6%
CC(C)CC(=O)N1CCN(C(=O)c2ccc(-c3ccccc3)cc2)CC1 | -13.4% | 2.6% | 4.2%
Cc1cc(C)cc(N2CC(C(=O)OCC(=O)Nc3cc(C)on3)CC2=O)c1 (configuration not stated) | -8.4% | 12.9% | -1.7%
O=C(NCC1CCCO1)c1nn2c(C(F)(F)F)cc(-c3cccs3)nc2c1Cl (configuration not stated) | -9.8% | 17.6% | -4.5%
O=C(Nc1ccccc1C(=O)NCCCN1CCOCC1)c1ccc(F)cc1F | -8.8% | -4.4% | -2.3%
CCCCc1cc(=O)oc2cc(OCC(=O)NCC3CCC(C(=O)O)CC3)ccc12 (configuration not stated) | 0.3% | 14.8% | -11.1%
Cc1ccc(N2CC(C(=O)Nc3c4c(nn3C(C)(C)C)CS(=O)(=O)C4)CC2=O)cc1C (configuration not stated) | -11.6% | 14.5% | 33.6%
CCCC(C(=O)NC1CCCC1)N(Cc1ccccc1Cl)C(=O)c1snc(C(N)=O)c1N (configuration not stated) | 2.1% | 6.3% | 1.8%
